Assay outcomes: PubChem, Broad Institute
RAD54 inh: blocks human RAD54 Holliday junction branch migration | FAM/BHQ fluorescence | inhibition, % at 10.4 µM | 0.14% of 360,000 active;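 active = mean normalized replicate activity at least 40 and at least half of replicates scoring 40 or more; inconclusive = only one of the two criteria met; inactive = mean below 40 and under half of replicates reaching 40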;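 note: 0% = median of neutral control wells and 100% = median of positive control wells; inhibitors cause a drop in the FAM fluorescence signal; in these data hits start at about 50%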
RAD52 inh: inhibitors of human RAD52 DNA annealing | recombinant RAD52 DNA annealing, FRET fluorescence | P43351 | inhibition, % at 18.7 µM | 0.46% of 360,000 active;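 active = every replicate showing at least 50% inhibition; inconclusive = mean inhibition at least 50% but not in every replicate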
Target sequence (P43351 whole entry, looked up): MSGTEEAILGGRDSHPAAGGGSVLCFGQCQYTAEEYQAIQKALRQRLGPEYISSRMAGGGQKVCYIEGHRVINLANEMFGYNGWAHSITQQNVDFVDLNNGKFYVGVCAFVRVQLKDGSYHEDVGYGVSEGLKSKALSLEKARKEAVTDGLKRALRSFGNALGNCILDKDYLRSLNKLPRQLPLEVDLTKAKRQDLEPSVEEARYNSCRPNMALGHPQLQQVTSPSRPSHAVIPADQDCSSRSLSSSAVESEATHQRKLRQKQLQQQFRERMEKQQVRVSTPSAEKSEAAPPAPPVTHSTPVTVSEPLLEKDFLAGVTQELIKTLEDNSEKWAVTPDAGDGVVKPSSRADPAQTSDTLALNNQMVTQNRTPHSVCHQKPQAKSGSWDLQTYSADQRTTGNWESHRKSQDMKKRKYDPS
E-sel inducer: E-selectin induction on HUVECs; 0.37% of 260,000 active; HUVEC E-selectin immunofluorescence imaging; normalized: neutral wells 0, TNF-alpha wells 100; P16581; activation, % at 7.58 µM;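 active = mean E-selectin-positive cell signal at least 10% of the positive control, reached in at least 60% of replicates, without over 20% cell loss; inconclusive = no rule given, readout overlaps actives, possibly toxicity-flagged; inactive = the rest, including those meeting only one limit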;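 note: in these data hits start at about 27%; measured in HUVEC primary endothelial cells; signal is the percent of cells scored E-selectin positive by PE staining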
Target sequence (P16581 whole entry, looked up): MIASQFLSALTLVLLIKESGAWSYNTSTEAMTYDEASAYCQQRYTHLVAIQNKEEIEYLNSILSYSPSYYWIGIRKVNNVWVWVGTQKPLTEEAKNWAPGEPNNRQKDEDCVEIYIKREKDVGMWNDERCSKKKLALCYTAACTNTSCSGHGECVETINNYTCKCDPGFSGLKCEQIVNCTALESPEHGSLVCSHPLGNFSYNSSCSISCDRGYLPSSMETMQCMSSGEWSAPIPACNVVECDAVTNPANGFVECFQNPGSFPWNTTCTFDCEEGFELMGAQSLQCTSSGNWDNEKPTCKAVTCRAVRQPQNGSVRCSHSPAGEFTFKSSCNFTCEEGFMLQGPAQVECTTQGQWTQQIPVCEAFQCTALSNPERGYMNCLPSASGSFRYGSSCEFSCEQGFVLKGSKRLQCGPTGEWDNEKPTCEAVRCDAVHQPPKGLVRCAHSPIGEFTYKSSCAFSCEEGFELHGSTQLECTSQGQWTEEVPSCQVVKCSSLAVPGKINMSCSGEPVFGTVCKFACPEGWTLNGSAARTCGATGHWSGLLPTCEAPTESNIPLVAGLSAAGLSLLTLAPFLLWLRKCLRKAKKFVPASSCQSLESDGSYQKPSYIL
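Read-out: % PE-positive cells | Test system: HUVEC | Doses: One compound dose added by pin transfer | Buffer or medium: EGM-2 over gelatin coat | Signal: Immunofluorescence imaging | Benchmarks: TNF-alpha, DMSO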
DENV2 CPE: inhibitors of DENV2 cytopathic effect. DENV2-infected cells, cytopathic effect rescue, plate reader. CPE inhibition, % at 9.99 µM. 1.7% of 350,000 active; in the data active = CPE inhibition above about 20%, passing the limit was not always enough; inconclusive = no clear call, values can overlap the other calls; tested in BHK-21 cells;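 note: 0% = median of neutral control wells and 100% = median of positive control wells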
GSIS activator: primary screen for activators of insulin secretion dependent on glucose, INS-1E cells, GLuc reporter luminescence | INS-1E GLuc reporter insulin secretion, 2-3 h | AID 743287 | 0.61% of 370,000 active | activation, % at 16.6 µM;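 active = lowest replicate activation of at least 40%, so every replicate reaches that level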;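 note: 0% = median of neutral control wells and 100% = median of IBMX positive control wells; some compounds called inactive have numbers as strong as hits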
XiGFP reactiv: X-chromosome reactivation activator; XiGFP mouse fibroblasts, % GFP-positive cells imaging, 3 d; cells co-treated with 5-aza-dC sensitizer; scaled so ellipticine positive control = 100%; AID 743238; 0.055% of 360,000 active; activation, % at 7.58 µM;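 active = mean normalized replicate activation at least 10% and every replicate at or above 10%; inconclusive = only one of the two criteria met; inactive = mean below 10% and not all replicates reach 10%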;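 note: 0% = median of on-plate neutral control wells and 100% = ellipticine 6 µM median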
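Material: SV40-immortalized XiGFP fibroblast cells, line 68-5-11 | Buffer or medium: DMEM containing 5-aza-dC | Dosing: One concentration, pinned | Times: 3 d treatment, 15 min room-temperature fixation | Controls: Ellipticine 6 µM positive control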
F508del corr: CFTR F508del correction in bronchial cells; CFBE cells, YFP halide quenching; stimulated with forskolin plus potentiator P3; % fluorescence drop versus neutral controls; activity (quench increase), % at 7.58 µM; 0.36% of 350,000 active;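 active = mean added fluorescence quench of at least 8% versus neutral control, with both replicates also reaching 8%; inconclusive = only one of the mean or replicate conditions met; inactive = mean below 8% and not both replicates reaching 8%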;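 note: cells transiently co-express mutant CFTR-F508del with the halide-sensitive YFP; corrector assay measuring rescue of mutant channel to the surface after 24 h compound exposure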
CASP6 VEID inh: inhibitors of human caspase-6. P55212. purified caspase-6, Z-VEID-R110 cleavage fluorescence. inhibition, % at 12.5 µM. 0.53% of 350,000 active;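 active = mean inhibition across replicates at least about 35%, with every replicate also reaching that limit, limit read from the data; inconclusive = only one of the two criteria met; inactive = neither criterion met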;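 note: 0% = median of neutral control wells and 100% = no fluorescence left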
* hit, by the source's call; ? = inconclusive; . = not tested or not shown.

SMILES	RAD54 inh	RAD52 inh	E-sel inducer	DENV2 CPE	GSIS activator	XiGFP reactiv	F508del corr	CASP6 VEID inh
C[C@@H]1CCCCO[C@@H](CN(C)CC2CCCCC2)[C@@H](C)CN([C@H](C)CO)C(=O)c2cc(NC(=O)Nc3ccc(F)cc3)ccc2O1	1.2	-6.6	0.2	-8.3	-1.6	0.0	0.7	2.4
COc1ccc2c3c(n(C)c2c1)[C@@H](CO)N(Cc1cccc(F)c1)CC31CCN(C)CC1	.	.	-0.3	-12.6	4.2	0.3	1.9	.
CCOc1ccc2c(c1)sc(=NC(=O)C1CC1)n2C	-2.9	-11.6	.	-2.9	7.0	.	0.2	1.8
COc1ccc(OC)c(/C=C2\SC(=S)N(NS(=O)(=O)c3ccc(C)cc3)C2=O)c1	.	-92.0	.	1.1	-2.7	0.0	1.1	0.0
Cc1ccc(-c2cnc3c(c2)C(=O)N([C@@H](C)CO)C[C@H](C)[C@@H](CN(C)C(=O)CN(C)C)O3)cc1	6.1	11.6	0.3	1.6	6.0	0.3	-0.5	.
CSc1ccccc1NC(=O)CN(C)C(=O)CNc1ccc(C(F)(F)F)cc1[N+](=O)[O-]	7.4	-13.7	0.1	-3.3	10.6	0.0	-0.8	-8.3
CC(C)Oc1ccc(CN2CCC2(C)C(=O)Nc2cccc3cccnc23)cc1 (centres undefined)	-2.6	-9.6	-0.2	-1.6	-4.8	0.2	0.7	2.8
C[C@H](CO)N1C[C@H](C)[C@H](CN(C)S(=O)(=O)c2cccc(F)c2)Oc2ncc(C#CC3CCCCC3)cc2C1=O	5.2	3.6	-3.2	-6.7	-9.4	-0.1	1.1	0.2
COc1ccc(CNC(=O)c2cccc3c2C(=O)N(CC2CCCO2)C3)cc1 (centres undefined)	-14.7	-3.8	-0.1	-2.0	.	0.1	0.8	0.2
CCOC(=O)/C(C#N)=C/c1cn(CCOc2ccc(OC)cc2)c2ccccc12	.	-49.0	.	?	36.9	0.0	.	1.3
O=C(C[C@@H]1C[C@H]2c3cc(NC(=O)Nc4ccccc4)ccc3O[C@H]2[C@@H](CO)O1)NCc1cccc(F)c1	2.2	-2.9	0.1	-1.7	-5.6	0.0	2.9	-1.8
Cc1cc(C)cc(-n2ncc3c2CCCC3NC(=O)CCCn2cncn2)c1 (centres undefined)	-5.2	-21.7	-1.3	3.4	5.6	0.4	0.5	-3.0
CCCCCCCCN1C(=O)[C@H](CC(=O)NCc2ccccc2)C[C@@]2(C(=O)OC)CCCCC=C12	.	-2.3	.	-2.8	.	-0.1	-2.2	6.7
CCC(C)[C@H](NC(=O)C1CC(=O)N(c2ccc3c(c2)OCCO3)C1)C(=O)NC1CCCC1 (some centres undefined)	-3.5	-3.6	.	11.0	10.9	0.1	0.0	0.5
COc1ccc(OCc2nnc(SCC(=O)N3CCCCC3)o2)cc1	-14.8	-14.6	.	-5.0	3.1	0.5	1.4	-1.0
CCC(C)N(C(=O)CSc1nnc(C)n1C)C1CCS(=O)(=O)C1 (centres undefined)	.	1.9	-0.2	12.5	3.1	0.2	2.6	-0.7
O=C(Cc1ccc(Cl)cc1)NC1CCS(=O)(=O)C1 (centres undefined)	2.1	-7.2	-0.3	-3.9	7.4	0.1	-2.2	2.1
COCC#Cc1ccc2c(c1)O[C@@H](CN(C)CC1CCCCC1)[C@@H](C)CN([C@@H](C)CO)S2(=O)=O	.	.	-0.2	.	6.5	0.1	4.0	.
COC(=O)[C@]12CCCCC=C1N(Cc1cccc3ccccc13)C(=O)[C@H](CC(=O)N1CCN(C(=O)C3CC3)CC1)C2	.	-0.4	1.7	?	-26.3	-0.1	1.4	1.2
COc1ccc(S(=O)(=O)N(C)C[C@@H]2Oc3c(NC(=O)c4ccc(-c5nccs5)cc4)cccc3C(=O)N([C@H](C)CO)C[C@H]2C)cc1	3.7	-9.6	.	10.2	-14.4	-0.8	-0.8	0.5
COC(=O)c1ccsc1NC(=O)c1ccc2c(c1)OCCO2	3.8	-17.9	1.2	5.9	2.7	0.0	0.6	1.7
COC(=O)C[C@H]1C=C[C@H](NC(=O)c2cccc(F)c2)[C@@H](CO)O1	.	-16.7	-0.2	-11.6	3.9	0.0	1.5	4.2
O=C(CCl)NC1(C(F)(F)F)C(=O)Nc2c1c(=O)[nH]c(=O)n2-c1ccccc1 (centres undefined)	-3.5	0.3	.	-3.4	.	0.0	0.2	-3.0
CC1CCCCC1NC(=O)CN1C(=O)NC(C)(c2cccc(Br)c2)C1=O (centres undefined)	10.0	-4.7	.	-2.3	-26.3	0.2	-3.0	-1.8
COc1ccc(NS(=O)(=O)c2cccc(NC(=O)CNC(C)=O)c2)cc1	1.1	-8.0	5.0	12.6	10.0	-0.1	0.5	-5.7
Cc1cc(C(=O)Nc2cccc3c2O[C@@H](CN(C)C(=O)Nc2ccc4c(c2)OCO4)[C@@H](C)CN([C@@H](C)CO)C3=O)n(C)n1	5.8	7.5	-2.1	-8.2	1.4	-0.9	-1.2	-0.7
CCOc1cc(C(=O)Oc2cc(C)[nH]c(=O)c2[N+](=O)[O-])cc(OCC)c1OCC	-1.4	-2.1	-0.7	-7.6	-12.1	0.0	-2.9	1.9
COCCNC(=O)c1cc2c(s1)-c1ccc(Cl)cc1SC2	-2.6	-7.5	0.3	-5.5	10.0	0.1	0.0	0.8
CC(CNC(=O)c1cccs1)c1ccc([N+](=O)[O-])cc1 (centres undefined)	.	0.9	4.0	-2.2	4.8	0.0	1.2	-4.1
O=C(C1CCC1)N1CCCCN2[C@H](CO)[C@@H](c3ccc(-c4cccc(F)c4)cc3)[C@@H]2C1	-27.4	-16.2	.	0.8	.	.	1.6	-3.3
CCOc1ccc(CN(C)Cc2cc(=O)oc3c(C)c(C)ccc23)cc1OC	-13.5	-27.9	-0.6	?	.	0.1	2.2	-8.4
C[C@@H]1CN([C@H](C)CO)C(=O)c2cc(-c3cncnc3)cnc2O[C@@H]1CN(C)Cc1ccccc1	3.5	18.9	-0.5	-3.8	5.2	-0.4	0.4	-1.2
Cc1cc(C)nc(N/N=C/c2ccccc2OCC(=O)O)n1	-1.6	5.1	0.0	-1.2	-2.0	0.0	-2.3	12.2
O=C1CC2(CCOCC2)Oc2ccc3ccccc3c21	2.0	3.5	0.1	-6.1	-13.9	0.9	0.8	0.3
CCn1c(CNC(=O)C2CCCCC2)cc2ccccc21	-10.3	-12.8	.	3.2	-2.0	0.0	2.5	-1.4
CC(C)CCNS(=O)(=O)c1cc2c3c(c1)CCN3C(=O)CC2	-0.1	-7.0	.	8.7	5.8	0.0	1.6	-4.2

For reference, part of the list above.
SMILES	RAD54 inh	RAD52 inh	E-sel inducer	DENV2 CPE	GSIS activator	XiGFP reactiv	F508del corr	CASP6 VEID inh
C[C@@H]1CCCCO[C@@H](CN(C)CC2CCCCC2)[C@@H](C)CN([C@H](C)CO)C(=O)c2cc(NC(=O)Nc3ccc(F)cc3)ccc2O1	1.2	-6.6	0.2	-8.3	-1.6	0.0	0.7	2.4
COc1ccc2c3c(n(C)c2c1)[C@@H](CO)N(Cc1cccc(F)c1)CC31CCN(C)CC1	.	.	-0.3	-12.6	4.2	0.3	1.9	.
CCOc1ccc2c(c1)sc(=NC(=O)C1CC1)n2C	-2.9	-11.6	.	-2.9	7.0	.	0.2	1.8
COc1ccc(OC)c(/C=C2\SC(=S)N(NS(=O)(=O)c3ccc(C)cc3)C2=O)c1	.	-92.0	.	1.1	-2.7	0.0	1.1	0.0
Cc1ccc(-c2cnc3c(c2)C(=O)N([C@@H](C)CO)C[C@H](C)[C@@H](CN(C)C(=O)CN(C)C)O3)cc1	6.1	11.6	0.3	1.6	6.0	0.3	-0.5	.

Back to the main list, repeating the two entries before the break.
SMILES	RAD54 inh	RAD52 inh	E-sel inducer	DENV2 CPE	GSIS activator	XiGFP reactiv	F508del corr	CASP6 VEID inh
CCn1c(CNC(=O)C2CCCCC2)cc2ccccc21	-10.3	-12.8	.	3.2	-2.0	0.0	2.5	-1.4
CC(C)CCNS(=O)(=O)c1cc2c3c(c1)CCN3C(=O)CC2	-0.1	-7.0	.	8.7	5.8	0.0	1.6	-4.2
CN(Cc1ccccc1)S(=O)(=O)c1ccc(Cl)c(C(=O)N2CCC(C(N)=O)CC2)c1	-3.8	-5.5	0.2	-6.7	-14.3	0.2	-0.5	0.9
CNc1nc(N)c([N+](=O)[O-])c(N2CCCCCC2)n1	.	-12.3	0.0	-1.6	27.6	0.2	-2.9	-1.3
CC1=NN(C(=O)COc2ccccc2C)C(O)(c2ccc(Cl)cc2)C1 (centres undefined)	-12.5	-13.6	.	-12.2	2.0	-0.1	.	3.1
O=C(CN1CCCC1c1cccs1)N1CCN(S(=O)(=O)c2ccccc2)CC1 (centres undefined)	14.6	-11.2	.	-8.8	-7.2	-0.1	3.1	-4.6
O=C(CNC(=O)c1cccnc1)N/N=C/c1cc(Br)c(O)c(Br)c1	8.2	-20.5	0.0	-2.4	6.5	0.2	-0.2	1.7
CN(C)S(=O)(=O)c1cccc(-c2cn3cccnc3n2)c1	.	-8.7	.	0.4	14.3	0.2	3.8	-2.3
Oc1ccc(/C=N/Nc2ccc3ccccc3c2)c(O)c1	-0.7	-25.1	7.6	15.4	-0.3	0.1	-1.4	-3.4
COC(=O)c1cc(NC(=O)CN(c2cccc(OC)c2)S(=O)(=O)c2ccccc2)ccc1Cl	-2.1	-14.6	.	3.1	-13.9	0.0	-1.0	1.0
Cc1cc(C)n2nc(C(=O)N3CCCC(N4CCN(c5ccccc5C)CC4)C3)cc2n1 (centres undefined)	-8.7	-25.8	.	2.3	3.9	0.1	-1.6	0.0
C[C@@H]1CCCCO[C@H](CN(C)S(C)(=O)=O)[C@@H](C)CN([C@H](C)CO)C(=O)c2cc(NC(=O)Nc3ccccc3)ccc2O1	9.6	0.0	-0.3	0.8	25.0	0.6	-0.7	-0.1
O=C(N/N=C/c1ccc([N+](=O)[O-])cc1)c1c[nH]c2ccccc12	.	-4.5	.	-2.0	-7.4	0.0	0.1	3.3
COc1ccc(N=Cc2c(O)n(-c3ccc(OC)cc3)c(=O)c3ccccc23)cc1	.	-46.3	.	5.5	8.2	0.1	-2.4	2.1
CCNS(=O)(=O)c1ccc(CCC(=O)Nc2ccccc2)cc1	.	-13.2	.	-0.8	4.6	0.0	-1.9	1.0
Cc1nc(SCC(=O)NC2CCCCC2C)nc(C)c1C (centres undefined)	-1.3	-20.1	0.1	4.3	38.4	0.2	5.3	-2.5
CCOC(=O)N1CCC(N2CCCC(C(=O)c3cccc(OC(C)C)c3)C2)CC1 (centres undefined)	1.6	-11.1	-0.1	0.6	.	0.0	-0.4	-0.8
O=C1C2C(C(=O)N1c1ccc3c(c1)OCO3)C1C=CC2C12CC2 (centres undefined)	-3.5	-6.0	.	1.0	5.7	.	-1.2	4.6
